Screening results: PubChem, National Center for Advancing Translational Sciences (NCATS)
GPT2 inh: Primary qHTS assay for inhibitors of Glutamate pyruvate transaminase 2 (GPT2). Recombinant GPT2, coupled pyruvate oxidase/HRP Amplex Red fluorescence. Potency, µM (highest dose often 57.7 µM), for the others: at the highest dose activity change, negative = inhibition, usual class: inhibitors. 0.25% of 100,000 active. AID 1671188, 2021; note: potency is the fitted concentration of half-maximal effect; nearly all actives have a fitted effect of over 60% in size; many of its hits are not listed in these tables
Target sequence (Q8TD30 whole entry, looked up): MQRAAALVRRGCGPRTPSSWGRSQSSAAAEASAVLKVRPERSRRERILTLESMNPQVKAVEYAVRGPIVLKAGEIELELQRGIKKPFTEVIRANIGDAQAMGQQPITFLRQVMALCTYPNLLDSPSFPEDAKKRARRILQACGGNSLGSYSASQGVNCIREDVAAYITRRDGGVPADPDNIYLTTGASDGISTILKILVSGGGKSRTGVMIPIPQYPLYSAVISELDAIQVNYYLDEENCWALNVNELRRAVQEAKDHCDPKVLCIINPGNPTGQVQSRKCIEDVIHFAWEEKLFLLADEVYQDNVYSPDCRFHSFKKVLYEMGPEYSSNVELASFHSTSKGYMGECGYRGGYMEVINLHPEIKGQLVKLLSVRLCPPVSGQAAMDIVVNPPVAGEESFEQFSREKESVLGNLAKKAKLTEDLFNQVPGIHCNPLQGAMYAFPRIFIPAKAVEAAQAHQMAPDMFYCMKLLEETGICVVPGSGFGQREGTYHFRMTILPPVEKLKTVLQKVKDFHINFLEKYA
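Inhibition is scored from Amplex Red fluorescence generated when pyruvate oxidase and HRP act on pyruvate released by GPT2. Reactions contain 10ng/uL enzyme, 250uM a-KG and 2mM L-alanine and run 30 min at room temperature.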
IP6K1 inh: Primary qHTS assay for small molecule inhibitors of Inositol hexaphosphate kinase 1 (IP6K1). IP6K1 kinase, ADP-Glo luminescence, 2 h; active compounds read low. activity change, % (series mostly up to about 58 µM). 0.81% of 140,000 active; in the data active = activity change below about -25%
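ADP-Glo luminescence measures ADP made by human IP6K1 during a 2 h RT reaction with ATP/IP6 (mix at 1.3 mM/130 uM); top library doses 57.5 and 19.1 uM final.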
HEK293 viab: GF-AFC viability counterscreen for inhibitors of alpha-synuclein gene (SNCA) expression | 0.12% of 150,000 active | HEK-293-SNCA-luc viability, GF-AFC fluorescence, 24 h | Potency, µM (top dose mostly 57.1 µM), inactives show top-dose activity change, negative = cytotoxicity, most hits filed as cytotoxic | AID 1671193, 2021;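 note: potency is the fitted concentration of half-maximal effect; 0% = DMSO-treated cells and -100% = medium-only wells without cells; nearly all actives have a fitted effect of over 30% in size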
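HEK-293-SNCA-luc cells (1500/well) plated 24 h, then exposed 24 h to a dilution series; GF-AFC added 30 min at 37C, fluorescence 405/540 nm; normalised to medium-only and DMSO wells, Hill fit.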
Luciferase inh: Firefly luciferase inhibition profiling of diverse chemical library using quantitative high-throughput screening; Luciferin 4-monooxygenase (Photinus pyralis), P08659; 2.5% of 76,000 active; Potency, µM (titrated, usually from 115 µM), for inactives: at the highest dose activity change, negative = inhibition, hits mostly inhibitors; AID 1347043, 2019; purified P. pyralis luciferase, luminescence, biochemical; note: potency is the fitted concentration of half-maximal effect; nearly all actives have a fitted effect of over 65% in size
Target sequence (P08659 whole entry, looked up): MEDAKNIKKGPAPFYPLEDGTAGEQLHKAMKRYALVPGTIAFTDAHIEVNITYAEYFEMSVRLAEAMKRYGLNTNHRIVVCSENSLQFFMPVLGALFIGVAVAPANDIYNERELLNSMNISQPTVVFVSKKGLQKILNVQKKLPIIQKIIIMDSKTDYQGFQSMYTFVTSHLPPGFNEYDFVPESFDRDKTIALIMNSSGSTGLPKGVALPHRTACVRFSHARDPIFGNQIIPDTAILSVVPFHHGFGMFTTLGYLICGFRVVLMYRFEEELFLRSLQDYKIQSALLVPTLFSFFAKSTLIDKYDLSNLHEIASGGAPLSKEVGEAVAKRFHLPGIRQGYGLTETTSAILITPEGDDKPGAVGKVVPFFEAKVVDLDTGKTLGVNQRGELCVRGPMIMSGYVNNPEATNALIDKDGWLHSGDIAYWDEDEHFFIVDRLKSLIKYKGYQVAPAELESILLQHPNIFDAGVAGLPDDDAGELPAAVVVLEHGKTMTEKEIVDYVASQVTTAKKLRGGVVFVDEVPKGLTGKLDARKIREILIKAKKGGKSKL
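Inhibitors were tested against purified firefly luciferase in a biochemical, low-substrate format (both substrates at 10uM) and luminescence measured with a CCD imager.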
SNCA expr inhib: Primary qHTS assay for inhibitors of alpha-synuclein gene (SNCA) expression | HEK-293 SNCA-luciferase knock-in, luminescence, 24 h | Potency, µM (highest dose often 57.2 µM), for inactives: top-dose activity change, negative = inhibition, hits mostly inhibitors | 0.17% of 140,000 active;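 note: potency is the fitted concentration of half-maximal effect; plate controls were DMSO cells for no effect and cell-free wells for full effect; nearly all actives have a fitted effect of over 45% in size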
NIH3T3 tox: Cytotoxic Profiling in NIH 3T3 Cell Line of Diverse Libraries Using Quantitative High-Throughput Screening; NIH 3T3 viability, CellTiter-Glo ATP luminescence, 48-72 h; Potency, µM (doses to about 96.7 µM), without a hit: at the highest dose activity change, negative = cytotoxicity, actives largely listed as inhibitors; 4.3% of 94,000 active; note: potency is the fitted concentration of half-maximal effect; nearly all actives have a fitted effect of over 55% in size
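First NIH 3T3 cells are plated at 400 cells/well; next compound is pinned in; then plates incubate 48 or 72 hr at 37 °C; finally CellTiter-Glo is added and luminescence read after 10 min.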
HEK293 tox: Cytotoxic Profiling in HEK 293 Cell Line of Diverse Libraries Using Quantitative High-Throughput Screening | HEK 293 viability, ATP luminescence (CellTiter-Glo), 48-72 h | Potency, µM (titrated, usually from 115 µM), inactives show at the top dose activity change, negative = cytotoxicity, usual class: inhibitors | 6.6% of 94,000 active; note: potency is the fitted concentration of half-maximal effect; nearly all actives have a fitted effect of over 60% in size
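Read-out: CellTiter-Glo ATP luminescence. Cells: HEK 293, 250 cells/well. Exposure: 48 or 72 hr, 37 degree Celsius.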
An asterisk follows results filed as active; i = inactive; ? = inconclusive; . = no result given; [ ] = dose if it differs, or a comment. Unless noted, calls come from the whole dose curve; as a rule, active = well fitted curve in the direction sought with a large enough effect; inconclusive = small, poorly fitted or top-dose-only effect, or another doubt; inactive = no such curve, though single readings can be large; an effect the other way counts as inactive or inconclusive. Unless noted, % is set by controls: 0 for no effect and ±100 for the full control effect.

#1 C[C@@H]1CN(C(=O)c2ccnc(-c3nnc4ccc(Nc5ccccc5)nn34)c2)C[C@H](C)O1
#2 COc1ccc(-c2cc(N3CCN(C(=O)Cc4cccc(C)c4)CC3)n[nH]2)cc1
#3 COc1ccc(S(=O)(=O)N2C[C@@H]3C[C@H](C2)c2c(NS(=O)(=O)c4ccccc4)ccc(=O)n2C3)cc1
#4 Cc1ccccc1C(=O)N1CCCC(C(=O)N2CCC(N3Cc4cccn4C3=O)CC2)C1 (stereo not drawn)
#5 O=C(NCC(F)(F)F)C1CCCN1c1nc2ncccc2o1 (stereo not drawn)
#6 CCOCCC(=O)N1CC[C@@H]2[C@@H](CCC(=O)N2CCc2ccccn2)C1
#7 COc1ccc(CNC(=O)c2cccc(-n3cnc4cccnc43)c2C)cc1
#8 Cc1cc(N2CCN(c3ccc(F)cc3)CC2)n2cnnc2n1

assay / entry	1	2	3	4	5	6	7	8
GPT2 inh	-2%[88.5 µM]	i	-37%	i	-16%[88.5 µM]	i	.	.
IP6K1 inh	7	20	5	-14	-7	-8	-9	9
HEK293 viab	2%[87.6 µM]	-14%	3%	-10%	2%[87.6 µM]	4%	-7%	-6%
Luciferase inh	1%[172 µM]	-5%	0%	.	-2%[172 µM]	8%	.	.
SNCA expr inhib	16%[87.6 µM]	15%	-1%	2%	11%[87.6 µM]	-18%	12%	13%
NIH3T3 tox	?	?	-5%	-6%	i	1%	.	.
HEK293 tox	-21%[172 µM]	?	-3%	i	i	?	.	.

#9 CNC(=O)c1cc(C2CC2)nc2onc(C3CCN(C(=O)C4CCCCC4)CC3)c12
#10 COc1ccc(C(=O)N2CCCOCCNC(=O)[C@@H]3CCCC[C@@H]32)cc1F
#11 N#Cc1cccc(NC(=O)Cn2cccc2-c2nc(-c3ccccc3)no2)c1
#12 C=CCN1CC2(CCC1=O)CCN(C(=O)[C@@H]1C[C@H]1c1ccccc1)CC2
#13 CSc1ccc(CCNC(=O)c2csc3c2CCCCC3)cc1
#14 COCCC1(CO)CCCN(C(=O)Cn2cc(C)c(=O)[nH]c2=O)C1 (stereo not drawn)
#15 CNC(=O)c1cc(C)nc2onc(C3CCN([S+](C)(=O)[O-])C3)c12 (stereo not drawn)
#16 Cc1ccc(C(=O)NCC(=O)N2CCCCCNC(=O)CC2c2ccccc2)cn1 (stereo not drawn)

assay / entry	9	10	11	12	13	14	15	16
GPT2 inh	.	-5%	i	-8%	.	?	.	5%
IP6K1 inh	-13	7	4	0	-4	11	1	6
HEK293 viab	.	-4%	-1%	9%	-4%	5%	.	-4%
Luciferase inh	.	3%	-6%	-2%	.	-12%	.	6%
SNCA expr inhib	.	-9%	-10%	-4%	162%[activator]	3%	.	-7%
NIH3T3 tox	-14%	i	1%	2%	.	-7%	-11%[138 µM]	-1%
HEK293 tox	i	3%	-2%	-1%	.	4%	-2%[172 µM]	-2%

#17 COc1ccccc1N1CCN([C@@H]2[C@H](O)[C@H](CO)O[C@@H]2CNC2CCCCC2)CC1
#18 COc1ccc(Br)cc1CNC(=O)C(C)n1nc(C)n2c(cc3occc32)c1=O (stereo not drawn)
#19 CN1CCCCCCN(C(=O)NCCc2ccccc2)[C@H]2CCC[C@H]2C1=O
#20 COc1cc(F)c(F)c(Nc2ccc(I)cc2F)c1NS(=O)(=O)C1(CC(O)CO)CC1 (stereo not drawn)
#21 O[C@H]1[C@@H]2CN(Cc3ccccc3)C[C@@H]2[C@@H]2O[C@H]1C[C@@H]2c1ccc(F)cc1
#22 COc1ccc(NC(=O)c2ccc3c(c2)NC(C)(CNc2ccccc2)CO3)cc1OC (stereo not drawn)
#23 Cc1cccc(NC(=O)CSc2nnc3[nH]c(=O)cc(C)n23)c1C
#24 Cc1ccc(-c2noc(COc3ccc(Br)c(C)c3)n2)cc1

assay / entry	17	18	19	20	21	22	23	24
GPT2 inh	-3%	.	i	0%	.	-3%[88.5 µM]	.	.
IP6K1 inh	-8	-3	-8	-8	-19	1	-9	2
HEK293 viab	2%	1%	-6%	-21%	.	-22%[87.6 µM]	1%	?
Luciferase inh	4%	.	-21%	.	.	-17%[172 µM]	.	.
SNCA expr inhib	7%	-14%	52%[activator]	.	.	?	-2%	31%[activator]
NIH3T3 tox	i	.	4%	.	-20%	?	.	.
HEK293 tox	-4%	.	-15%	.	?	?	.	.

The list continues:
Second line of a record – GPT2 inh, IP6K1 inh, HEK293 viab, Luciferase inh, SNCA expr inhib, NIH3T3 tox, HEK293 tox
(25) CCCCCN=C(N)N/N=C/c1c[nH]c2ccc(OC)cc12
 : i, 4, 15%[23.9 µM], ., -21%[25.6 µM], ., .
(26) CCOc1ccc(NC(=O)Cn2ccn3nc4c(c3c2=O)CCCC4)cc1
 : ?, 10, 1%, -10%, -4%, i, 5%
(27) O=C(O)c1ccccc1NCCc1ccccc1
 : i, 4, -1%[23.9 µM], ., 6%[25.6 µM], ., .
(28) COc1cc(OC)c(-c2nc3ccc(-c4ccc(OC)c(OC)c4OC)cc3o2)cc1OC
 : ?, -12, 0%, -27%, 8%, 32µM*, ?
(29) CN(C)[C@@H]1CN(C(=O)c2ccsc2)CC[C@@H]1CO
 : -7%, 4, 11%[12.5 µM], 0%, ?, i, -9%
(30) CN1Cc2ccccc2NCCC1=O
 : ., 15, ., ., ., ?, -9%
(31) O=C(CCC1CCCC1)NCCc1noc(C2CC2)n1
 : i, 24, 2%, 1%, 28%, 1%, -4%
(32) O=C(OC[C@H]1O[C@@H](Oc2ccccc2CO)[C@H](O)[C@@H](O)[C@@H]1O)c1ccccc1
 : i, 0, 18%, ., ., ., .
(33) COC(=O)N1CCN(C(=O)c2nc3cccnc3n(CC(C)C)c2=O)CC1
 : i, 5, -7%, ., 1%, -16%, -7%
(34) COc1ccc(CN[C@H]2[C@H](O)[C@@H](N3CCN(C(C)=O)CC3)[C@@H]3OC[C@H]2O3)cc1
 : -9%[88.5 µM], -6, 2%[87.6 µM], 0%[172 µM], 8%[87.6 µM], i, -24%[172 µM]

Of the compounds above, these have an NH in an aromatic ring.
Second line of a record – GPT2 inh, IP6K1 inh, HEK293 viab, Luciferase inh, SNCA expr inhib, NIH3T3 tox, HEK293 tox
(2) COc1ccc(-c2cc(N3CCN(C(=O)Cc4cccc(C)c4)CC3)n[nH]2)cc1
 : i, 20, -14%, -5%, 15%, ?, ?
(14) COCCC1(CO)CCCN(C(=O)Cn2cc(C)c(=O)[nH]c2=O)C1 (stereo not drawn)
 : ?, 11, 5%, -12%, 3%, -7%, 4%
(23) Cc1cccc(NC(=O)CSc2nnc3[nH]c(=O)cc(C)n23)c1C
 : ., -9, 1%, ., -2%, ., .
(25) CCCCCN=C(N)N/N=C/c1c[nH]c2ccc(OC)cc12
 : i, 4, 15%[23.9 µM], ., -21%[25.6 µM], ., .

Later entries
Second line of a record – GPT2 inh, IP6K1 inh, HEK293 viab, Luciferase inh, SNCA expr inhib, NIH3T3 tox, HEK293 tox
(35) COc1ccc(-c2nc3cc(C(C)C)ccc3o2)cc1NC(=O)COc1ccc(C)cc1C
 : ., 10, -7%, ., 29%, ., .
(36) O=C(COc1ccc(F)cc1)Nc1ccc2nc(SCC(=O)N3CCc4ccccc43)sc2c1
 : ., 10, 3%, ., -25%, ., .
(37) CC(=O)O[C@H]1C[C@@]2(C)[C@@H](CC[C@H]3[C@@]4(C)C=CC(=O)[C@@H](C)[C@@H]4[C@H](O)C(=O)[C@@]32C)/C1=C(/CCC=C(C)C)C(=O)O
 : i, -4, -6%[23.9 µM], ., ., ., .
(38) COCCn1ncc(N2CCC(C(=O)N3CCC(C(N)=O)(N4CCCCC4)CC3)C2)cc1=O (stereo not drawn)
 : i, 19, 6%, 2%, 35%, 2%, -2%
(39) O=C(Nc1ccccc1F)N1CCC(CCNC(=O)C2(c3ccccc3)CC2)CC1
 : 2%, -8, -6%, 13%, -8%, -24%, ?
(40) CN(C)c1ccc(-c2nc(-c3ccco3)no2)cc1[N+](=O)[O-]
 : ., -20, 7%, ., -14%, ., .
(41) CCn1nnc2cc(C(=O)Nc3ccc(OC)cc3)ccc21
 : ., 20, -14%, ., 69%[activator], ., .
(42) CCOc1ccc(NC(=O)c2cc3cc4cc(OC)ccc4nc3s2)cc1
 : ., 9, 11%, ., 51%[activator], ., .
(43) COCCn1c(=O)c(C(=O)NC(C)C)nc2cccnc21
 : -7%[88.5 µM], -1, 5%[87.6 µM], ., 23%[87.6 µM], -11%[138 µM], i
(44) O=c1ccc(CN2CCOCC2)cn1CC1CC1
 : 2%, -6, 0%, 5%, 18%, 0%, i

Whole records, quoted from the list. Values in the order: GPT2 inh, IP6K1 inh, HEK293 viab, Luciferase inh, SNCA expr inhib, NIH3T3 tox, HEK293 tox
O=C(Nc1ccccc1F)N1CCC(CCNC(=O)C2(c3ccccc3)CC2)CC1 across the screens: 2%, -8, -6%, 13%, -8%, -24%, ?
COCCn1c(=O)c(C(=O)NC(C)C)nc2cccnc21 across the screens: -7%[88.5 µM], -1, 5%[87.6 µM], ., 23%[87.6 µM], -11%[138 µM], i
CC(=O)O[C@H]1C[C@@]2(C)[C@@H](CC[C@H]3[C@@]4(C)C=CC(=O)[C@@H](C)[C@@H]4[C@H](O)C(=O)[C@@]32C)/C1=C(/CCC=C(C)C)C(=O)O across the screens: i, -4, -6%[23.9 µM], ., ., ., .
O=C(COc1ccc(F)cc1)Nc1ccc2nc(SCC(=O)N3CCc4ccccc43)sc2c1 across the screens: ., 10, 3%, ., -25%, ., .

Next section:
Second line of a record – GPT2 inh, IP6K1 inh, HEK293 viab, Luciferase inh, SNCA expr inhib, NIH3T3 tox, HEK293 tox
(45) COc1ccc(Cl)cc1NC(=O)Cn1c(=O)n2nc(-c3ccccc3)nc2c2ccccc21
 : ., 22, -13%, ., 11%, ., .
(46) CNC(=O)c1cc(C2CC2)nc2onc(C3CCCN(C(=O)c4ccccc4Cl)C3)c12 (stereo not drawn)
 : ., -5, ., ., ., -27%, ?
(47) Cc1cc(Br)ccc1NC(=O)c1sc2nc3n(c(=O)c2c1C)CCCC3
 : ., 11, 5%, ., 23%, ., .
(48) COC(=O)CCNC(=O)N1CCN(c2nnc(C)c3c(C)n(-c4ccccc4)nc23)CC1
 : ., -4, 3%, ., -25%, ., .
(49) CCN(CC)CCCNC(=O)CCc1c(C)nc2c(c1C)c(=O)n(C)c(=O)n2C
 : ., 10, -9%, ., -4%, ., .
(50) CCN(Cc1ccccc1)S(=O)(=O)c1ccc(-c2coc(C)n2)cc1
 : ., -8, 4%, ., 5%, ., .
(51) O=C(CCc1nc2ccccc2c(=O)[nH]1)NC1CCCc2c1[nH]c1c(Cl)cccc21 (stereo not drawn)
 : i, -2, -22%, 3%, ?, ?, ?
(52) CS(=O)(=O)c1ccc(CN2CCOC(c3cccnc3)C2)cc1 (stereo not drawn)
 : -13%, -2, -6%, 2%, -24%, 2%, -9%

An excerpt. The share of hits here may be higher or lower than overall.
